Screens as filed in PubChem BioAssay.
HGIII-sPLA2 inh = Blocks human group III sPLA2 activity | Q9NZ20 | QFRET BODIPY PC-A2 liposome hydrolysis, fluorescence | inhibition, % at 12.2 µM | hit rate 0.56% among 370,000;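 active = inhibition above mean plus 3 SD of compounds lying within the high and low control bounds, cut at about 19% in these data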;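 also: 0% = median of test compound wells and 100% = no enzyme DMSO wells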
ARFGAP1 inh = inhibitors of rat ARFGAP1; AID 651572; inhibition, % at 16.5 µM; hit rate 0.26% among 360,000; Arfgap1-stimulated ARF1 GTP hydrolysis, GDP FP detection; Q62848;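 active = inhibition above a per-plate limit, mean inhibition of low control wells plus 3 SD, cut at about 25% in these data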;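 also: 0% = DMSO wells with enzyme and 100% = wells lacking Arfgap1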
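Material: rat Arfgap1 GAP domain (His6, aa 1-136), purified enzyme. Also added: human ARF1(Δ1-17)-GTP substrate. Compound dosing: 16.5 µM single point, 1.26% DMSO. Timing: enzyme reaction 120 min at 25 °C after 20 min preincubation. Signal: GDP detection by fluorescence polarization. Read-out basis: percent inhibition of GAP-stimulated GDP formation, scaled between DMSO and no-Arfgap1 medians.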
KLK7 zymogen act = proKLK7 (human) activation, primary screen. hit rate 0.9% among 370,000. P49862. activation, % at 7 µM. purified proKLK7, EDANS-DABCYL substrate fluorescence; 100% is mature enzyme control, 0% vehicle. AID 652039;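 active = activation above the mean of all tested compounds plus 3 SD, computed per campaign excluding outliers beyond control limits, cut at about 13% in these data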
UHRF1 binding = human UHRF1 methylated DNA binding inhibitors. inhibition, % at 4.4 µM. UHRF1 binding to methylated oligo, TR-FRET. hit rate 0.75% among 370,000; in the data active = inhibition above about 21%;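 also: UHRF1 SRA domain binding a hemimethylated CpG hairpin DNA probe; 0% = median of test compound wells and 100% = reference inhibitor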
PLC-beta3 inh = blocks human PLC-beta3 enzyme activity | Q01970 | Purified PLC-beta3, fluorogenic substrate, fluorescence | inhibition, % at 12.2 µM | hit rate 0.18% among 370,000 | AID 720704; in the data active = inhibition above about 11%;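 also: 0% = median of compound wells on plate and 100% = full blocker control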
PLC-gamma1 inh = blocks human PLC-gamma1 enzyme activity | hit rate 0.84% among 370,000 | purified PLC-gamma1, fluorogenic substrate, fluorescence | AID 720700 | inhibition, % at 12.2 µM; in the data active = inhibition above about 9.5%
ASAP1 GAP inh = ASAP1 ArfGAP inhibition. Q9ULH1. ASAP1-stimulated ARF1 GTP hydrolysis, GDP FP detection. inhibition, % at 16.5 µM. hit rate 0.19% among 360,000. AID 624377; in the data active = inhibition above about 25%;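 also: 0% = vehicle with enzyme and substrate and 100% = no enzyme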
NR1D1 modulator = Rev-erb alpha (human) modulation; P20393; Rev-erbα–FITC-DNA binding, fluorescence polarization, 90 min; activity, % at 10 µM; hit rate 0.79% among 370,000; AID 1259318;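 active = activity above about 14%, limit read from the data; passing the limit was not always enough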;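 also: 0% = DMSO wells with 35 nM protein and 100% = DMSO wells with 750 nM protein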
Tn7 DDE FP = disrupts Tn7 cyclic peptide binding to fibrin D-Dimer-E complex. hit rate 0.13% among 370,000. inhibition, % at 8.3 µM. AID 720508. FP displacement of FITC-Tn7 peptide from fibrin DD(E); 0% = median of compound wells per plate. P02675;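 active = inhibition above the mean of compounds falling within the control limits plus 3 SD of them, cut at about 14% in these data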;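 also: 0% = plate median of compound wells and 100% = 10 µM Aha-Tn7 peptide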
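Assay system: human fibrin DD(E). Input: DD(E) 2 µM final. Medium: Tris buffer with calcium and detergent, pH 7.8. Compound dosing: single point at 8.3 µM. Timing: 10 min plus 3 h, room temperature. Technique: fluorescence polarization of the labelled Tn7 tracer. Read-out: percent inhibition. Replicates: singlicate testing.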
DDE Tn6 FP inh = inhibitors of Tn6 peptide binding to human fibrin DD(E) | P02675 | Fibrin DD(E) TRITC-Tn6 fluorescence polarization displacement | inhibition, % at 8.3 µM | hit rate 0.21% among 370,000 | AID 720509;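 active = inhibition above a per-campaign cutoff: mean of compounds within control limits plus 3 SD, cut at about 15% in these data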;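 also: 0% = median of all compound wells on the plate and 100% = blocking peptide control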
* marks the source's active call; other numbers are inactive results; i = inactive; · = no result given.

SMILES | HGIII-sPLA2 inh | ARFGAP1 inh | KLK7 zymogen act | UHRF1 binding | PLC-beta3 inh | PLC-gamma1 inh | ASAP1 GAP inh | NR1D1 modulator | Tn7 DDE FP | DDE Tn6 FP inh
Cc1cc(OCCn2cnc3ccccc3c2=O)ccc1[N+](=O)[O-] | 4 | 5 | -0.3 | 1 | 1 | -1 | 4 | 4 | 2 | 7
CN(C)CCCN1c2ccc(O)cc2Sc2ccc(Cl)cc21 | 8 | 9 | 0.0 | 4 | -23 | -17 | 6 | 7 | -4 | -7
C/C=C/C=C/C(=O)Nc1nccs1 | -6 | 5 | -0.7 | -3 | -3 | -2 | 3 | -1 | -15 | 3
COc1ccc(NC(=O)COC(=O)c2cc(C)oc2C)c([N+](=O)[O-])c1 | 8 | 7 | 0.5 | -2 | -3 | 0 | 3 | -2 | -3 | -6
O=C(CCCCCN1C(=O)c2cccc([N+](=O)[O-])c2C1=O)Nc1ccccc1F | -2 | 0 | -0.1 | 5 | -5 | 0 | -6 | -6 | -2 | -6
COC(=O)c1ccc(NC(=O)CCCN2C(=O)NC(C)(C)C2=O)cc1 | 4 | 10 | 0.3 | -1 | -5 | 3 | -1 | 1 | 2 | -7
COc1cc(OC)cc(-c2c(C#Cc3ccsc3)c3cc(-c4ccc(OC)c(OC)c4)ccc3n2C)c1 | -4 | 14 | -4.4 | 6 | -157 | -116 | -4 | 5 | -7 | 8
CCOc1cc(Br)cc(/C=C2\SC(=Nc3ccccc3)NC2=O)c1O | -38 | -3 | 0.5 | -4 | -46 | -39 | -1 | 2 | 2 | -3
COc1ccc(S(=O)(=O)Cc2ccc(C(=O)NCc3ccccn3)o2)cc1 | 2 | -2 | -0.2 | 0 | -2 | -2 | 5 | -6 | 2 | 3
C/C=C/C=C\C(=O)Nc1cccc(C2=NOC3(C2)C[C@H](C(N)=O)N(C(=O)CC#N)C3)c1 (some centres undefined) | -24 | 17 | -1.1 | 13 | -16 | -10 | -1 | -22 | 6 | 0
Nn1c(-c2ccc(O)cc2)nnc1-c1ccc(O)cc1 | 7 | -10 | 0.0 | 2 | -8 | 2 | -3 | 5 | 5 | 5
COc1cccc2[nH]c(C(=O)NCCc3ccccc3)cc12 | -8 | 12 | -4.2 | 0 | -140 | -87 | 2 | -3 | -10 | 1
O=C(O)CSc1nc2c(c(C(F)(F)F)n1)CCc1ccccc1-2 | -4 | -11 | -0.2 | -1 | -4 | -2 | 2 | 3 | -3 | 1
COc1nn(CC(=O)N2N=C(C)CC2(O)C(F)(F)F)cc1[N+](=O)[O-] (centres undefined) | 4 | 7 | 0.5 | -1 | -3 | -2 | 2 | 1 | -6 | -5
CC(C)(C)CC(C)(C)NCC(=O)Nc1c2c(nc3ccccc13)CCC2 | 0 | 3 | -0.4 | 27* | 0 | 1 | 9 | -3 | 6 | 4
CCc1cc(C(=O)NC(C)C2CCCO2)cs1 (centres undefined) | 6 | 6 | -0.6 | 5 | 0 | 2 | -9 | 3 | -5 | -7
CCOC(=O)/C(C#N)=C/c1c[nH]c2ccccc12 | -16 | 0 | 0.0 | 0 | 1 | 3 | 2 | 8 | -1 | 3
CC1(c2ccc(OC(F)F)cc2)NC(=O)N(CC(=O)Nc2ccc3[nH]c(=O)[nH]c3c2)C1=O (centres undefined) | 8 | 1 | 0.2 | -2 | -7 | -1 | 1 | 7 | 6 | -1
Cc1nc2c(-c3ccc(F)cc3)c(C)nn2c(N2CCOCC2)c1C | 4 | 7 | 1.2 | 1 | -25 | -21 | -5 | 4 | 4 | 1
Brc1ccc(-c2nc3ccccc3s2)s1 | 3 | -1 | -2.5 | -3 | -10 | -9 | -13 | 2 | 3 | -5
COC(=O)[C@H]1CN(C(=O)c2ccccc2)C(=O)N1 | 8 | 2 | 0.2 | -2 | 1 | -1 | -4 | 3 | 2 | 2
O=[N+]([O-])c1cc(Br)cc(C=Nc2ccc3c(c2)OCO3)c1O | -9 | -11 | 0.6 | -6 | -17 | -4 | -9 | 20 | 4 | 0
COc1cc(/C=C2/C(=O)NN(c3ccc(Cl)cc3)C2=O)cc(OC)c1O | -11 | -10 | 0.0 | -3 | -1 | 1 | 5 | -1 | 4 | 2
O=c1c2cnn(-c3ccccc3)c2ncn1Cc1ccccc1 | 5 | -2 | -0.6 | -1 | 2 | 0 | 3 | -6 | -6 | -4
CCOc1cc(NC(=S)NCCOC)c(OCC)cc1NC(=O)c1cccs1 | 6 | -3 | 0.3 | -1 | 4 | 2 | 10 | 0 | 1 | 2
COc1cc(/C=N/NC(=O)Cn2cnc3c2c(=O)n(C)c(=O)n3C)cc(OC)c1OC | -1 | -1 | 0.0 | 0 | -5 | -1 | -6 | 3 | -4 | 7
Cc1ccc(S(=O)(=O)C2(S(=O)(=O)c3ccc(C)cc3)CC2)cc1 | -3 | -3 | 1.1 | 1 | -4 | 0 | -9 | 2 | 2 | 2
O=C(NCCC1=CCCCC1)c1cc(S(=O)(=O)N2CCOCC2)ccc1F | -2 | 13 | 0.5 | 0 | -3 | -2 | -6 | 2 | -8 | -8
CC1CC(=O)c2cnc(NCC3CCCO3)nc2C1 (centres undefined) | -1 | 5 | -0.7 | 0 | -3 | -3 | 9 | -9 | -6 | 5
O=C(NCCC(c1ccccc1)c1ccccc1)c1cccs1 | -5 | 6 | 1.0 | 3 | -1 | -3 | 6 | -2 | -2 | 3
CC1=NN(C(N)=S)C(=O)C1N=Nc1cc(Cl)ccc1Cl (centres undefined) | 0 | -11 | -0.5 | -13 | -9 | -3 | 0 | 13 | 0 | 4
O=C(Cn1nc(C(=O)O)c2ccccc2c1=O)Nc1ccccc1C(F)(F)F | 7 | 21 | -0.4 | 0 | -5 | 1 | 7 | 0 | -3 | -3
COc1ccc(NC(=O)c2ccc(NC(=O)COC(=O)CC(NC(=O)c3ccccc3Cl)c3ccccc3)cc2)cc1 (centres undefined) | -6 | 26* | -1.6 | 6 | -12 | -8 | 12 | 1 | 4 | 3
COc1ccc(/C=N/Nc2ccc(C(F)(F)F)cc2[N+](=O)[O-])cc1O | 5 | 13 | -0.8 | 6 | 7 | 11* | 3 | -6 | -4 | 4
O=C(Nc1cccc2c1CCCC2)c1cc(C2CCCCN2S(=O)(=O)c2cccs2)on1 (centres undefined) | -2 | 8 | 0.6 | 2 | 1 | 6 | -12 | -8 | 3 | -1
CCCCN(CCCC)S(=O)(=O)c1ccc(C(=O)Nc2nnc(CSC)o2)cc1 | -4 | -5 | -0.1 | -3 | -5 | -4 | -8 | 1 | 7 | -2
Cc1cccc(NC(=O)CSc2nc(=O)n(CCN3CCOCC3)c3c2CCCC3)c1C | -2 | 0 | 0.1 | 0 | -3 | 1 | -11 | -3 | -6 | 11
CC1Cc2ccccc2N1S(=O)(=O)c1cccc(C(=O)Nc2cccnc2)c1 (centres undefined) | 1 | -10 | 0.0 | 1 | -5 | 1 | -1 | -1 | -2 | -3
Cc1ccc2nc3c(cc(C(=O)NC4CCS(=O)(=O)C4)n3Cc3ccccc3)c(=O)n2c1 (centres undefined) | 2 | 1 | -65 | -1 | i | i | -8 | 26* | 5 | 5
CCCn1c(N)c(C(=O)CN(C)CC(=O)Nc2ccc(F)cc2)c(=O)[nH]c1=O | 2 | -2 | -0.8 | -1 | -5 | -1 | -6 | -6 | 3 | 1
CCC(C)NC(=O)c1ccccc1NS(=O)(=O)c1ccc(OC)c(OC)c1 (centres undefined) | 3 | 8 | -1.0 | 0 | -5 | -5 | -8 | -3 | 2 | -1
CC(C)Oc1cccc(C(=O)NC(=S)Nc2cccc(C(F)(F)F)c2)c1 | 3 | -5 | 0.0 | 0 | -1 | -4 | -9 | -6 | 9 | -1
COc1ccccc1OCc1nnc(SCC(=O)N2CCCCC2)n1-c1ccccc1 | 5 | 7 | 0.2 | 2 | 0 | 0 | 10 | 3 | 0 | -7
S=C(NCc1ccco1)NCc1ccco1 | 8 | -4 | 1.8 | 27* | -16 | -9 | -1 | -12 | 5 | -5
Cc1c(C(=O)NCc2cccc(C(F)(F)F)c2)sc(=O)n1Cc1ccc(C(=O)N(C)C)cc1 | 0 | 0 | 0.2 | 0 | 2 | 1 | 3 | 0 | 2 | 2
CCCc1cc(=O)oc2cc3oc(C)c(C)c3cc12 | 1 | 7 | 0.0 | -2 | -60 | -46 | 2 | 7 | -2 | 2
CCOC(=O)C1=C(C)NC2=C(C(=O)CC(C)(C)C2)C1c1coc2ccccc2c1=O (centres undefined) | 3 | 14 | 0.5 | -2 | -11 | -9 | 1 | 0 | 0 | 4
O=C(COC(=O)C1(c2ccc(F)cc2)CCCC1)N1CCOCC1 | 1 | -6 | 0.5 | 5 | 2 | 4 | -5 | 0 | 1 | 4
COc1cccc(CNC(=O)c2ccc(S(=O)(=O)N3CCCCC3)cc2)c1 | -9 | -7 | 0.2 | -2 | 1 | -1 | 14 | 0 | 0 | -4
CN(C)c1cccc(/C=C2\CC3(OC(=O)c4cccc(F)c4)CCCN2C3)c1 (centres undefined) | 10 | · | 0.3 | -3 | -2 | 3 | · | 5 | -3 | -5
Cc1noc(C)c1S(=O)(=O)N1CCN(c2ccccc2Cl)CC1 | -1 | -10 | -0.7 | 0 | -4 | -2 | -25 | -4 | -4 | 1
Cc1ccc(S(=O)(=O)N(C)c2cccc3c2S(=O)(=O)N([C@H](C)c2ccccc2)C[C@@H](COCc2ccccc2)O3)cc1 | -3 | -2 | -0.4 | 1 | 1 | 3 | 5 | -2 | 8 | -8
CCOC(=O)CSc1nc2ccccc2c(=O)n1CCCCCC(=O)NCc1ccco1 | -2 | 5 | -0.2 | 16 | 0 | 7 | 8 | -1 | -1 | -15
CCOC(=O)N1CCC(NS(=O)(=O)c2cc(C(=O)OC)n(C)c2)CC1 | 4 | -3 | -0.1 | -2 | 2 | 4 | -2 | -1 | -3 | 3
O=C(CCC1CCCN(C(=O)C2(c3ccccc3)CC2)C1)N1CCN(c2ccccn2)CC1 (centres undefined) | -3 | 1 | -0.5 | 2 | -2 | -1 | 6 | -1 | -3 | 5

Already shown: three of the compounds above.
SMILES | HGIII-sPLA2 inh | ARFGAP1 inh | KLK7 zymogen act | UHRF1 binding | PLC-beta3 inh | PLC-gamma1 inh | ASAP1 GAP inh | NR1D1 modulator | Tn7 DDE FP | DDE Tn6 FP inh
Cc1cc(OCCn2cnc3ccccc3c2=O)ccc1[N+](=O)[O-] | 4 | 5 | -0.3 | 1 | 1 | -1 | 4 | 4 | 2 | 7
CN(C)CCCN1c2ccc(O)cc2Sc2ccc(Cl)cc21 | 8 | 9 | 0.0 | 4 | -23 | -17 | 6 | 7 | -4 | -7
C/C=C/C=C/C(=O)Nc1nccs1 | -6 | 5 | -0.7 | -3 | -3 | -2 | 3 | -1 | -15 | 3
